# Source: PubChem BioAssay (National Center for Advancing Translational Sciences (NCATS))
# PI4K2A block: PI4K2A (human) kinase inhibition. Q9BTU6. purified PI4K2A, ADP-Glo luminescence, 1 h; hits give low values. activity change, negative = inhibition, % at 76.9 µM. 0.13% of 420,000 active. AID 1346378; in the data active = activity change below about -50%;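 note: -100% = wells without enzyme as full effect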
# Target sequence (Q9BTU6 whole entry, looked up): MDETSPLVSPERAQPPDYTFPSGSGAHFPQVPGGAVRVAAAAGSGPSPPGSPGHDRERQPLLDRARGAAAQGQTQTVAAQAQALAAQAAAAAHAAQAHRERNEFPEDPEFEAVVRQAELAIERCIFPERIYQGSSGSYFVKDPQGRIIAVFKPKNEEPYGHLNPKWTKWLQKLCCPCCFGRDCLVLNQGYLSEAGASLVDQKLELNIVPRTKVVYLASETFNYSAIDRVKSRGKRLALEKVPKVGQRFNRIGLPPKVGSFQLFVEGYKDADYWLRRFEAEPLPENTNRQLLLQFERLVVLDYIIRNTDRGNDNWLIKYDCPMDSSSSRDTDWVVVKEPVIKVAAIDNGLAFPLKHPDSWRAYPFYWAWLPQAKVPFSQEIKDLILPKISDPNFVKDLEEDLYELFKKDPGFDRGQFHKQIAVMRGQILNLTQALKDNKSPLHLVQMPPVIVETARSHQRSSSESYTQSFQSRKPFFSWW
#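 PI4K2A activity was measured by ADP-Glo luminescence: enzyme (4 ug/mL stock) and phosphatidylinositol (1.2 mM stock) in Tris pH 7.5/MgCl2/EGTA/Triton X-100 buffer were reacted with ATP (300 microM stock) for one hour at ambient temperature.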
# An asterisk follows results filed as active; & = joins results of further samples.
CCC(NC(=O)C1C2C=CC3(CN(Cc4ccccc4)C(=O)C13)O2)c1ccccc1 (configuration not stated)
- PI4K2A block = -9

O=C(NCCCc1ccccc1)[C@H](Cc1ccccc1)NC1(C(=O)NCCc2c[nH]c3ccccc23)CCOCC1
- PI4K2A block = 3

O=C(Nc1ccc(C(O)(C(F)(F)F)C(F)(F)F)cc1)c1ccc(F)cc1F
- PI4K2A block = 2

CCCCCCCCN1C(=O)[C@@H](CC(=O)NCC2CCCCC2)C[C@@]2(C(=O)OC)C1=C[C@H](COCc1ccccc1)O[C@@H]2C
- PI4K2A block = -4

CC1(c2nnnn2-c2ccc3c(c2)OCCO3)CSCC(=O)N1CCc1c[nH]c2ccccc12 (configuration not stated)
- PI4K2A block = 2

COc1cc2c(cc1OC)[C@@H]1CC(=O)[C@@H](CC(C)C)CN1CC2
- PI4K2A block = 6

CCCN(CC1CC1)C(=O)c1oc(=O)c2ccccc2c1-c1ccc(C)cc1
- PI4K2A block = 5

Cc1ccc(-n2c(SCC(=O)c3ccc(Br)cc3)nnc2-c2ccncc2)cc1
- PI4K2A block = 2

O=C(C1CCN(c2ncnc3c2sc2cccc(F)c23)CC1)N1CCN(Cc2ccc(F)cc2)CC1
- PI4K2A block = -4

COC(=O)[C@]12C[C@H](CC(=O)NCc3cccc(C(F)(F)F)c3)C(=O)N(CCC3=CCCCC3)C1=C[C@H](C(C)C)O[C@@H]2C1CC1
- PI4K2A block = -2

CCCCCCCCNS(=O)(=O)/C=C/c1ccccc1CNC(=O)OC(C)(C)C
- PI4K2A block = -4

Cc1ccccc1CS(=O)(=O)Cc1ccc(C(=O)Nc2c(C)cccc2C)o1
- PI4K2A block = -4

O=C(O[C@H]1CC[C@@]23CCCN2C(=O)CCC[C@H]3C1)N1CCCC1
- PI4K2A block = -3

CCCCN(C)C(=O)c1cn(C(C)c2ccccc2)nn1 (configuration not stated)
- PI4K2A block = -4

COC(=O)C12C=C3CC(c4ccc(C)s4)=C3C(=O)N1Cc1[nH]c3ccccc3c1C2 (configuration not stated)
- PI4K2A block = -1

# 3 entries out of the list, arranged by heavy-atom count, lowest first.
CCCCN(C)C(=O)c1cn(C(C)c2ccccc2)nn1 (configuration not stated)
- PI4K2A block = -4

Cc1ccccc1CS(=O)(=O)Cc1ccc(C(=O)Nc2c(C)cccc2C)o1
- PI4K2A block = -4

CC1(c2nnnn2-c2ccc3c(c2)OCCO3)CSCC(=O)N1CCc1c[nH]c2ccccc12 (configuration not stated)
- PI4K2A block = 2

# (listing goes on)
CC(C)[C@H]1/C(=C/C2CC2)N2C(=O)C[C@H](c3cccc(C(F)(F)F)c3)N=C2N1Cc1ccc2c(c1)OCO2
- PI4K2A block = -1

C=CCN1C(=O)[C@@H](CC(=O)NCCCOCCCC)[C@]2(C(=O)OCC)CCCCC/C=C/12
- PI4K2A block = -5

CCOC(=O)C1(C(=O)OCC)Cc2c([nH]c3ccccc23)[C@]2(N1)C(=O)N(C)c1ccc(Br)cc12
- PI4K2A block = -3

O=c1[nH]sc2cc(Cl)ccc12
- PI4K2A block = 0

COP(=O)(O)CCOCCC(CC(C)C)NC(=O)OCc1ccccc1 (configuration not stated)
- PI4K2A block = 1

Cc1ccc(S(=O)(=O)N2CC3(COC(C)(C)OC3)C[C@H]2CON2C(C)(C)CCCC2(C)C)cc1
- PI4K2A block = 0

CN(C)CCCO[C@@H]1[C@H]2OC(C)(C)O[C@H]2O[C@@H]1C(O)CO (some centres not stated)
- PI4K2A block = -2

N#Cc1ccccc1N1CCN(S(=O)(=O)c2ccc3c(c2)CCC(=O)N3)CC1
- PI4K2A block = -1

[O-][n+]1cccc(/C(Cl)=N/OC[C@@H](O)CN2CCCCC2)c1
- PI4K2A block = 2

O=C(NCc1cccs1)C1CCN(S(=O)(=O)c2ccc([N+](=O)[O-])cc2)CC1
- PI4K2A block = 0

COc1ccccc1C(=O)NC1CCCCN(Cc2cccc(Cl)c2)C1=O (configuration not stated)
- PI4K2A block = -6

NS(=O)(=O)c1ccc(NC(=O)CSc2nnc(-c3cccs3)o2)cc1
- PI4K2A block = -5

CCOC(=O)[C@]12CCCCC/C=C\1N(CCc1ccc(Cl)cc1)C(=O)[C@H]2CC(=O)N1CCOCC1
- PI4K2A block = 1

COC(=O)C[C@H]1CC[C@H]2[C@H](COc3ccc(NC(=O)c4ccccc4F)cc3C(=O)N2C)O1
- PI4K2A block = 3

CCN(CC)CCN
- PI4K2A block = 0

CCOc1ccc(-n2c(SCC(=O)Nc3cccc4ccccc34)nnc2-c2ccco2)cc1
- PI4K2A block = 2

CCOC(=O)[C@H](CCc1ccccc1)N[C@@H](C)C(=O)N1Cc2cc(OC)c(OC)cc2C[C@H]1C(=O)O
- PI4K2A block = -2&3

CC1(C)S[C@@H]2[C@H](NC(=O)Cc3ccccc3)C(=O)N2[C@H]1C(=O)O (tested in a mixture with another compound)
- PI4K2A block = -2

C[N+]1=C2N[C@@H](c3ccccc3)CC(=O)N2/C(=C\c2ccccc2)[C@@H]1Cc1ccccc1
- PI4K2A block = -5

O=C1CCC[C@H]2C[C@H](NCc3cccc(I)c3)CC[C@]23CCCN13
- PI4K2A block = 0

COC(=O)c1cc(S(=O)(=O)N2CCCN(C(C)=O)CC2)cn1C
- PI4K2A block = 5

CCCCCCCCN1C(=O)N2Cc3cc(F)ccc3C2CS1(=O)=O (configuration not stated)
- PI4K2A block = 3

CC1CCCCC1N(C(=O)c1cc(C2CC2)on1)C1CCCCC1 (configuration not stated)
- PI4K2A block = 0

Cc1cccc(-c2cccc3c4c([nH]c23)[C@@H]2C[C@H](N(C)C(=O)c3ccco3)[C@H]([C@H](C)O)CN2CC4)c1
- PI4K2A block = 1

O=C(Nc1ccc2c(c1)Cc1ccccc1-2)NC1CCCCN(Cc2ccc(Cl)cc2)C1=O (configuration not stated)
- PI4K2A block = 0

CCN(C(=O)CN1CCN(c2nc(-c3ccccc3)cs2)CC1)c1ccccc1C
- PI4K2A block = 0

CCOC(=O)[C@]12CCCC=C1N(CCCOC)C(=O)[C@@H]2CC(=O)NCc1ccccc1
- PI4K2A block = 1

CCOc1ccc(CCNC(=O)c2cc(-c3ccccc3)c(N3CCOCC3)s2)cc1OC
- PI4K2A block = -3

COc1cc(C(NC(=O)C(F)(F)F)C2CCCC=C2c2ccccc2)cc(OC)c1OC (configuration not stated)
- PI4K2A block = 1

CCn1c2ccccc2c2cc(C=Nn3c(-c4ccccn4)n[nH]c3=S)ccc21
- PI4K2A block = 1

COc1ccc(CNC2CCC23CCC(c2ccccc2)CC3)cc1OC (configuration not stated)
- PI4K2A block = -5

Fc1cccc(Cn2ccc3ccc(-c4ccc5ccn(Cc6ccccc6)c5c4)cc32)c1
- PI4K2A block = -2

CCOC(=O)[C@@]12CCCC=C1N(CCc1ccc(Cl)cc1)C(=O)[C@H]2CC(=O)NCCCCc1ccccc1
- PI4K2A block = 2

O=C(CCc1ccccc1)N[C@H]1[C@@H](OC(=O)c2cccnc2)CCC[C@]12C(=O)N(Cc1ccccc1)c1ccccc12
- PI4K2A block = -18

CCOc1cc(CCNC(=O)c2cc3ccsc3n2C)ccc1OC
- PI4K2A block = 0

O=C(CSc1nnc(-c2cccs2)o1)c1cccc([N+](=O)[O-])c1
- PI4K2A block = 6

N#Cc1ccc(Cn2ccc3ccc(-c4ccc5ccn(Cc6ccccc6)c5c4)cc32)cc1
- PI4K2A block = 2

Cn1cccc1C(=O)N1CCN(S(=O)(=O)c2ccc([N+](=O)[O-])cc2)CC1
- PI4K2A block = 0

CCOC(=O)[C@]12CCCCC/C=C\1N(CCc1ccc(Cl)cc1)C(=O)[C@H]2CC(=O)N1CCCCC1
- PI4K2A block = -2

Cc1cc(C)nc(NC(=S)N2CCN(c3ccc(C(F)(F)F)cn3)CC2)c1
- PI4K2A block = 1

C=CCN1C(=O)[C@@H](CC(=O)NCCc2ccccc2OC)[C@]2(C(=O)OC)CCCCC=C12
- PI4K2A block = -5

COc1ccc(NC(=O)OCCN2CCCC23CCC(c2ccccc2)CC3)cc1 (configuration not stated)
- PI4K2A block = -2

CCn1c2ccccc2c2cc(NC(=O)COC(=O)c3cccc(F)c3)ccc21
- PI4K2A block = -6

CCOc1ccc(C=Nn2c(-c3cccc(OC(C)C)c3)n[nH]c2=S)cc1
- PI4K2A block = 7

COc1c(C(C)(C)C)cc(S(=O)(=O)N2c3ccccc3C[C@H]2C)cc1C(C)(C)C
- PI4K2A block = -2

COc1ccc2c(c1)CN1CN(C3CCCC3)S(=O)(=O)CC21 (configuration not stated)
- PI4K2A block = -4

Fc1ccc(Cn2ccc3ccc(-c4ccc5ccn(Cc6ccc(F)cc6)c5c4)cc32)cc1
- PI4K2A block = 5

C[C@H]1[C@H](NC(=O)c2ccc(Cl)c(C(F)(F)F)c2)CC[C@@]23CCCN2C(=O)CCC[C@@H]13
- PI4K2A block = 0

O=C(NCc1ccccc1)N1CCC(c2nc3ccc(Cl)cc3[nH]2)CC1
- PI4K2A block = 1

Cc1ccc(NC(=O)C2CCCN(c3nnc(-n4cccc4)s3)C2)cc1C (configuration not stated)
- PI4K2A block = -3

CCOc1ccc(-n2c(SCC(=O)Nc3cccc4ccccc34)nnc2-c2cccs2)cc1
- PI4K2A block = -1

CCN(C(=O)C1CCCN1S(=O)(=O)c1cccnc1)c1ccccc1 (configuration not stated)
- PI4K2A block = -4

COC(=O)[C@]12C[C@H](CC(=O)NCC3CCCCC3)C(=O)N(Cc3ccc(Cl)cc3Cl)C1=C[C@H](C(C)(C)C)O[C@@H]2C
- PI4K2A block = -2

c1ccc(-c2nnc3n2N=C(c2ccc4ccccc4c2)CS3)nc1
- PI4K2A block = 1

C[C@@H]1C(=O)N2N=Cc3cc4ccccc4cc3[C@H]2N2N=Cc3cc4ccccc4cc3[C@@H]12
- PI4K2A block = -7

O[C@@H](COc1cccc2ncccc12)CN1CCN(C2c3ccccc3[C@@H]3[C@H](c4ccccc42)C3(F)F)CC1 (some centres not stated)
- PI4K2A block = -7

COc1ccc(S[C@]2(C(=O)N3CCN(C(C)=O)CC3)CC(=O)N(S(=O)(=O)c3ccc(F)cc3)[C@@H]2c2ccc(OC)cc2)cc1
- PI4K2A block = -3

COc1ccc(C2C(C(=O)N3CCN(c4ccccc4C)CC3)CC(=O)N2c2ccc(OC)cc2)cc1 (configuration not stated)
- PI4K2A block = 3

CN1C(=O)c2cc(NC(=O)Nc3ccccc3F)ccc2OC[C@H]2O[C@@H](CC(=O)NCc3ccc(-c4ccccc4)cc3)CC[C@@H]21
- PI4K2A block = 0

COc1cc(C)ccc1C(=O)N1CCC(Oc2cccnc2)CC1
- PI4K2A block = -3

# Two of these compounds, set out differently:
molecule	PI4K2A block
CCCCN(C)C(=O)c1cn(C(C)c2ccccc2)nn1 (configuration not stated)	-4
COc1ccc(NC(=O)OCCN2CCCC23CCC(c2ccccc2)CC3)cc1 (configuration not stated)	-2

# Going on with the list.
COCc1cn(-c2cccc(-c3noc4c3C(=O)N(CC(=O)N3CCOCC3)CC4)c2)nn1
- PI4K2A block = 1

Nn1c(SCC(=O)Nc2ccc(S(N)(=O)=O)cc2)nnc1-c1n[nH]c2c1CCC2
- PI4K2A block = -3

COC(=O)[C@]12C[C@H](CC(=O)NCC34CC5CC(CC(C5)C3)C4)C(=O)N(Cc3cccc4ccccc34)C1=C[C@H](C1CCCC1)O[C@@H]2C
- PI4K2A block = 1

CC(C)(C)c1ccc(OCCCN2CCC(C(O)(c3ccccc3)c3ccccc3)CC2)cc1
- PI4K2A block = -1

Cc1ccc(-c2nnc(SCC(=O)NN=Cc3c[nH]c4ccccc34)n2-c2ccccc2)cc1
- PI4K2A block = -3

COC(=O)[C@]12C[C@H](CC(=O)NCc3ccc(OC)c(OC)c3)C(=O)N(Cc3cccc4ccccc34)C1=C[C@H](COCc1ccccc1)O[C@@H]2C
- PI4K2A block = 4

FC(F)(F)c1ccccc1NC(=S)OCCN1CCCC12CCC(c1ccccc1)CC2 (configuration not stated)
- PI4K2A block = -2

Cc1ccc(-n2c(SCC(=O)Nc3ccccc3-c3ccccc3)nnc2-c2cccs2)cc1
- PI4K2A block = 1

COC(=O)[C@]12C=CCN1[C@H](c1ccc(C(F)(F)F)cc1)c1c(c3ccccc3n1S(=O)(=O)c1ccc(C)cc1)C2
- PI4K2A block = -8

COC(=O)c1cc(-c2cc(Cl)ccc2OC)c(=O)n2c1CCC2
- PI4K2A block = 1

C=CCN(CC#Cc1ccc(OC)cc1)CC=C
- PI4K2A block = -3

O=C(NCCc1ccccc1)OCc1cn(-c2cccc(C(F)(F)F)c2)nn1
- PI4K2A block = 2

COC(=O)C1CCN(C(=O)CCn2nnc(-c3cccs3)n2)CC1
- PI4K2A block = -2

c1ccc(Cn2ccc3ccc(-c4ccc5ccn(Cc6ccc(-c7ccccc7)cc6)c5c4)cc32)cc1
- PI4K2A block = 3

O=C1N2CCc3ccccc3C2CS(=O)(=O)N1Cc1ccc(F)cc1 (configuration not stated)
- PI4K2A block = 2

CO[C@H]([C@H](C)/C=C/N(C)C=O)[C@@H](C)C(=O)CC[C@H](C)[C@H](O)[C@H](C)[C@H]1OC(=O)/C=C/C(C)=C/C[C@H](O)C[C@@H]2C=CC[C@@H](C[C@H](OC)[C@@H](CO)[C@@H](OC)C[C@@H](OC)[C@@H]1C)O2
- PI4K2A block = -2

CCN(CC)C(=O)CC[C@H]1CC[C@]2(CCCN(Cc3ccc(N(C)C)cc3)C2)O1
- PI4K2A block = -4

C[C@H]1[C@@H](OC(=O)NCCc2c[nH]c3ccccc23)CC[C@@]23CCCN2C(=O)CCC[C@@H]13
- PI4K2A block = -2

O=C([C@@H]1C[C@H]1c1ccccc1)N1CC[C@H]2[C@H](CCCN2Cc2cc(F)cc(F)c2)C1
- PI4K2A block = 4

COC(=O)C1CN(C2CC2)CCS(=O)(=O)N1Cc1cn(Cc2ccccc2)nn1 (configuration not stated)
- PI4K2A block = -3

CCC[C@H]1[C@@H](OC(=O)NC2CCCCC2)CC[C@@]23CCCN2C(=O)CCC[C@@H]13
- PI4K2A block = -5

O=C(OC12CCCN(C1)/C(=C/c1cccc(Cl)c1)C2)c1ccco1 (configuration not stated)
- PI4K2A block = 2

CN(CC#Cc1ccccc1)C(N)=NC(=O)/C=C/c1cccc(C(F)(F)F)c1
- PI4K2A block = -2

Cc1ccccc1NC(=O)O[C@H]1CC[C@@]23CCCN2C(=O)CCC[C@H]3[C@H]1C
- PI4K2A block = 0

# Only part of the results is shown; the hit share may differ from the screen's.
